Screening data from PubChem BioAssay.
Statin myotox sup = protects C2C12 myotubes from simvastatin toxicity; ATP luminescence, 48 h; scaled: DMSO 0, geranylgeraniol control 100; rescue of ATP level, % at 7.49 µM; 330,000 tested, 0.78% active; AID 602340;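 active = mean ATP rescue above about 67%, or every replicate alone reaching that limit, limit read from the data, passing the limit was not always enough; inconclusive = no clear call, values can overlap the other calls; inactive = mean under the limit and some replicate under it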;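 note: myotubes were challenged with 10 µM simvastatin during compound exposure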
ARNT-TACC3 inh = disruptors of human ARNT/TACC3 interaction. AID 623870. inhibition, % at 9.99 µM. 390,000 tested, 0.66% active. Q9Y6A5. AlphaScreen His-ARNT PAS-B/GST-TACC3 binding, luminescence; TACC3 fragment carries E629A point mutation;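 active = mean inhibition of replicates at least 50% and at least half of replicates each reaching 50%; inconclusive = half or more replicates reach 50% but mean below 50%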;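 note: 0% = complete ARNT plus TACC3 wells and 100% = ARNT alone without TACC3; many hits fall short of the cut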
miR122 inh = inhibitors of miR-122 in Huh7 cells; AID 602342; activation (reporter increase), % at 12.5 µM; Huh7 miR-122 Renilla luciferase sensor, 48 h; neutral wells = 0, positive control = 100; 340,000 tested, 0.3% active;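 active = mean replicate activation score at least 90 and every replicate individually at or above 90; inconclusive = only one of the two criteria met; inactive = neither criterion met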;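 note: higher luciferase means less miR-122 activity so hits act as miR-122 inhibitors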
Cneo AK release = causes C. neoformans cell lysis | adenylate kinase release luminescence, 4 h; normalised: neutral wells 0, clomiphene wells 100 | 360,000 tested, 0.2% active | lysis activity, % at 15 µM;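 active = mean lysis activity across replicates of at least 80%, whatever share of replicates individually reach that level; inactive = mean lysis activity below 80%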
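Schedule: static 4 h at 37 °C with compound, 1 h detection; system: C. neoformans cells; benchmarks: Clomiphene as positive control; buffer or medium: fresh YPD medium; measure: luminescence rise reflecting yeast cell lysis; measured by: luminescent adenylate kinase detection reagent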
SIRT5 inh = sirtuin-5 (human) deacylase inhibition | inhibition, % at 15 µM | Purified SirT5, succinyl-peptide AMC, trypsin-coupled fluorescence | Q9NXA8 | 330,000 tested, 1.1% active; in the data active = inhibition above about 15%; inconclusive = no clear call, values can overlap the other calls
Target sequence (Q9NXA8 whole entry, looked up): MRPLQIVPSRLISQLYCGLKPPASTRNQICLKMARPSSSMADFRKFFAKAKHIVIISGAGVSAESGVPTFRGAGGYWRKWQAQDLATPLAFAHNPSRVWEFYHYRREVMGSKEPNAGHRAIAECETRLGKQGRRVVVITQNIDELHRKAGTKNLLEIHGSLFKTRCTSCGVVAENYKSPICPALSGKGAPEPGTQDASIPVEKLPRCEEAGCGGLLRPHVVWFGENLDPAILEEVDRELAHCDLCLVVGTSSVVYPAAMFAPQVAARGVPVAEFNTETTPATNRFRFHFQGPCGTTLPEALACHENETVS
ERp5 inh = ERp5 (human) disulfide isomerase inhibition | Q15084 | ERp5 insulin aggregation, absorbance 650 nm, 90 min | inhibition, % at 9.99 µM | 350,000 tested, 0.05% active | AID 651711;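 active = mean replicate inhibition above about 25%, with every replicate also reaching it, limit read from the data, passing the limit was not always enough; inconclusive = only one of those two criteria met; inactive = neither criterion met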
Target sequence (Q15084 whole entry, looked up): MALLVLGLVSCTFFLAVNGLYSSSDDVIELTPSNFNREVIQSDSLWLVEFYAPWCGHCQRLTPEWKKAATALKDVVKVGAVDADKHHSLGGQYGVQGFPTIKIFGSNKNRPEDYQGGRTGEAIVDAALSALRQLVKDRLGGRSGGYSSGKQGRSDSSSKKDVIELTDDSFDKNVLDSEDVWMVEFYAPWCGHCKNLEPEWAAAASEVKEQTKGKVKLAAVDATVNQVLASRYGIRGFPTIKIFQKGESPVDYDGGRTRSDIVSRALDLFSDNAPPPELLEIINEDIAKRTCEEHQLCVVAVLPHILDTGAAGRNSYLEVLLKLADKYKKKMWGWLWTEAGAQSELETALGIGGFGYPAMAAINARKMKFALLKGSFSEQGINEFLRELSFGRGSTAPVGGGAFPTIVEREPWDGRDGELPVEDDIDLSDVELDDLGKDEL
esBAF inh = blocks esBAF chromatin remodeling in mouse ES cells; Bmi1-luciferase knock-in reporter, 24 h; 100% = twice the neutral-well signal; reporter increase, % at 12.5 µM; AID 602393; 350,000 tested, 2% active; in the data active = activation above about 40%; inconclusive = no clear call, values can overlap the other calls;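 note: 0% = median of the plate's neutral control wells and 100% = double that signal; a rise in the Bmi1 reporter signal indicates esBAF inhibition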
Starred values were filed as active, the others as inactive; ? = inconclusive; · = no result given; [ ] = another dose, or the depositor's remark.

Under each structure – Statin myotox sup | Cneo AK release | ARNT-TACC3 inh | esBAF inh | ERp5 inh | miR122 inh | SIRT5 inh
Cn1c(SCC(=O)Nc2nccs2)nnc1-c1ccccn1
    9.8 | -1.8 | 2.6 | -1.9 | 2.1 | -3.1 | -1.0
COc1cccc(NS(=O)(=O)c2ccc(-n3cccn3)cc2)c1
    1.8 | 5.1 | -0.5 | -5.4 | -1.1 | 60.7 | -0.2
CCCCN(CCNP(=O)(OCC)OCC)CP(=O)(OCC)OCC
    72.4* | 1.3 | -5.0 | -3.3 | · | -7.3 | ·
CCCNC(=O)C[C@H]1CC[C@@H]2[C@H](COC[C@H](O)CN2C(=O)Nc2ccccc2OC)O1
    -13.8 | 9.4 | · | -14.0 | 1.2 | 39.3[16.7 µM] | 2.0
CC1(C)Cc2c(sc(NC(=O)C(=O)N3CCOCC3)c2C(N)=O)CO1
    -0.1 | · | 1.5 | -7.2 | -0.3 | 3.5 | 0.3
CCOC(=O)C1CCN(S(=O)(=O)c2ccc3[nH]c(=O)oc3c2)CC1
    · | -0.9 | -5.8 | -6.9 | -5.6 | -3.1 | 7.0
O=C(NCCO)c1cc([N+](=O)[O-])cc2c1C=Cc1ccccc1O2
    2.0 | · | -6.6 | 1.4 | 4.7 | -5.6 | -1.3
N#Cc1ccc(CSc2nnc(NC(=O)c3ccc(=O)[nH]c3)s2)cc1
    5.8 | -2.1 | -4.4 | -2.2 | 7.4 | -3.0 | 2.7
COc1ccccc1NC(=O)C(O)C(O)C(=O)Nc1ccccc1OC (stereo not drawn)
    4.7 | 8.1 | -10.1 | 2.7 | · | -4.8 | ·
CC(C)CCNC(=O)CNC(=S)N(Cc1ccccc1)Cc1cccnc1
    · | 10.3 | 3.8 | · | · | 3.6 | ·

Shown tab-delimited: part of the list above.
canonical_smiles	Statin myotox sup	Cneo AK release	ARNT-TACC3 inh	esBAF inh	ERp5 inh	miR122 inh	SIRT5 inh
COc1cccc(NS(=O)(=O)c2ccc(-n3cccn3)cc2)c1	1.8	5.1	-0.5	-5.4	-1.1	60.7	-0.2
CCCCN(CCNP(=O)(OCC)OCC)CP(=O)(OCC)OCC	72.4*	1.3	-5.0	-3.3	·	-7.3	·

Next part.
Under each structure – Statin myotox sup | Cneo AK release | ARNT-TACC3 inh | esBAF inh | ERp5 inh | miR122 inh | SIRT5 inh
O=C(CSc1nnnn1C1CCCCC1)Nc1cccc(NC(=O)c2ccco2)c1
    6.8 | -8.1 | -0.4 | 7.6 | · | 10.0 | ·
COCC#Cc1ccc2c(c1)O[C@H](CN(C)C(=O)C1CCCCC1)[C@H](C)CN([C@H](C)CO)S2(=O)=O
    -20.8 | -4.4 | -5.7 | -2.1 | 3.3 | 10.1[16.7 µM] | -1.9
O=C(O)c1cc(S(=O)(=O)N2CCCCC2)ccc1N1CCOCC1
    7.5 | 4.0 | 0.8 | -2.0 | -2.8 | · | 0.8
CCN1CCN(CCNC(=O)c2ccc(/C=C3/Sc4ccccc4N(Cc4cccc(Cl)c4)C3=O)cc2)CC1
    · | · | 19.3 | · | 1.1 | · | -2.6
O=[N+]([O-])c1cc(C(F)(F)F)ccc1NCCCN1CCOCC1
    0.5 | · | 12.5 | -4.8 | 0.1 | -10.1 | -3.2
COCC(=O)Nc1ccc2c(c1)C(=O)N(C)C[C@H](OC)[C@H](C)CN(Cc1ccccn1)[C@@H](C)CO2
    0.8 | 6.6 | 7.7 | 0.2 | -5.9 | · | -0.6
C[C@@H]1CN([C@@H](C)CO)C(=O)Cc2cc(NC(=O)NC3CCCCC3)ccc2O[C@H]1CN(C)Cc1ccncc1
    -19.7 | 12.5 | 14.4 | 1.5 | -4.2 | -4.4[16.7 µM] | 0.8
C[C@@H]1CN([C@@H](C)CO)S(=O)(=O)c2ccc(C#CCC3CCCC3)cc2O[C@H]1CN(C)C(=O)c1ccccn1
    -1.4 | -5.1 | -2.8 | 6.9 | -0.9 | 9.1[16.7 µM] | 6.4
CCOC(=O)N1CCC(N2CCN(Cc3ccc(C)o3)C(CCO)C2)CC1 (stereo not drawn)
    3.8 | -3.9 | 6.6 | 9.1 | 4.3 | 0.0 | -3.2
O=S(=O)(NC1CCCCC1Sc1ncccn1)c1ccccc1 (stereo not drawn)
    · | 1.3 | 4.1 | · | · | 10.1 | ·
COC(=O)Cn1c(=NC(=O)CSC(C)=O)sc2ccccc21
    0.1 | 0.2 | -1.7 | 4.1 | -1.3 | -1.1 | 4.6
C[C@@H]1C[C@H](Nc2ccccc2)c2ccccc2N1C(=O)c1cccnc1
    · | 0.6 | 16.2 | 9.3 | · | 1.0 | ·
CC(C)Cc1cc(C(=O)Nc2cc(C(F)(F)F)ccc2Cl)no1
    9.7 | · | -3.9 | 12.9 | · | 13.6 | ·
CC(C)(C)c1ccc(S(=O)(=O)N2CCC(c3nc4ccc(Cl)cc4[nH]3)CC2)cc1
    · | · | 4.8 | · | 3.6 | · | -10.4
COC(=O)c1ccccc1S(=O)(=O)N1CCC(C(=O)OC(C)C(=O)Nc2ccc(NC(C)=O)cc2)CC1 (stereo not drawn)
    -3.6 | 3.6 | -6.3 | -6.3 | -9.5 | · | 1.2
COc1ccc(/C=C/c2nc(-c3ccccc3O)n[nH]2)cc1OC
    -4.3 | -19.2 | 13.3 | 61.8* | · | 1.9 | ·
CN1C(=O)c2cc(NC(=O)C3CC3)ccc2OC[C@H]2O[C@H](CC(=O)NCc3cccc(F)c3)CC[C@H]21
    15.0 | 41.0 | -2.8 | -4.0 | · | ? | ·
COc1ccccc1C1C(C(=O)c2cc3ccccc3o2)=C(O)C(=O)N1CCN(C)C (stereo not drawn)
    7.3 | 1.3 | 4.0 | -10.8 | · | -1.5 | ·
Nc1ccc(C(=O)Nc2ccc3nc(-c4cccnc4)[nH]c3c2)cc1
    -10.7 | 1.1 | 7.0 | -5.4 | · | 1.5 | ·
CCC(=O)N1C[C@H](O)COC[C@@H]2O[C@@H](CC(=O)NC)CC[C@H]21
    17.5 | -2.3 | -0.6 | -4.6 | -1.3 | -5.0[16.7 µM] | 1.4

Marked active in esBAF inh, of those listed so far:
| structure | ARNT-TACC3 inh | esBAF inh | ERp5 inh | miR122 inh | SIRT5 inh |
| --- | --- | --- | --- | --- | --- |
| COc1ccc(/C=C/c2nc(-c3ccccc3O)n[nH]2)cc1OC | 13.3 | 61.8* | · | 1.9 | · |

Additional results:
Under each structure – Statin myotox sup | Cneo AK release | ARNT-TACC3 inh | esBAF inh | ERp5 inh | miR122 inh | SIRT5 inh
Cc1cccc(NS(=O)(=O)c2ccc(NS(=O)(=O)c3cccs3)cc2)c1
    5.7 | 0.6 | 28.6 | -11.7 | 0.8 | 11.2 | 0.9
CC(C)CCN1C(=O)c2ccc(C(=O)OCC(=O)N(CC(C)C)C3CCS(=O)(=O)C3)cc2C1=O (stereo not drawn)
    8.8 | 0.0 | -2.9 | 4.5 | 6.9 | · | 2.8
CCC(C(N)=NCCc1ccc(OC)c(OC)c1)c1ccccc1 (stereo not drawn)
    -6.7 | -1.6 | -1.9 | -0.1 | -2.0 | 3.5 | -3.8
O=C(COc1ccc(Br)cc1CO)Nc1ccc(S(=O)(=O)N2CCCC2)cc1
    17.5 | 1.5 | -5.8 | -4.9 | 0.5 | 3.6 | -2.4
CCOc1ccc(C2CC(c3ccc(OC)c(OC)c3)n3nc(N)nc3N2)cc1 (stereo not drawn)
    10.7 | -0.5 | 2.7 | -0.8 | 0.3 | -9.4 | ·
Cc1c(Cl)cnc(NC(=O)COC(=O)c2cccs2)c1Cl
    -14.4 | 2.6 | -1.6 | 1.3 | -0.3 | -6.1 | -7.4
CC(=O)N1CCc2cc(S(=O)(=O)NC(C(=O)NCc3ccccc3)C(C)C)ccc21 (stereo not drawn)
    1.8 | -0.6 | -0.5 | -4.3 | · | 0.9 | ·
CCOC(=O)NN1C(=O)c2ccccc2NC12CCCC2
    · | · | 1.0 | · | -0.9 | · | -18.2
CCC(Sc1nc(C)cc(C)n1)C(=O)Nc1cc(C)on1 (stereo not drawn)
    · | · | -7.5 | · | -1.5 | · | -2.4
C[C@@H]1CN([C@H](C)CO)C(=O)c2cc(-c3ccncc3)cnc2O[C@H]1CN(C)C(=O)c1cccc(F)c1
    16.1 | -4.3 | 2.2 | 2.2 | -0.2 | 1.6[16.7 µM] | -3.6
C[C@H]1CN([C@@H](C)CO)C(=O)c2cc(C#CC3CCCCC3)cnc2O[C@H]1CN(C)Cc1cncnc1
    4.2 | -12.9 | 7.9 | -16.7 | -2.6 | 40.5[16.7 µM] | 4.5
CC(=O)Nc1ccccc1OC(=O)N1CCOCC1
    17.4 | 0.3 | -11.6 | -10.6 | · | -1.6 | ·
CCOc1ccc(S(=O)(=O)N2CCCCC2)cc1NC(=O)CCc1ccc(OC)cc1
    -10.5 | -1.3 | -12.6 | -3.1 | 1.9 | -0.7 | 1.9
COc1ccc(C(=O)Nc2ccccc2SCc2cc(=O)n3nc(C)sc3n2)cc1OC
    28.4 | 14.0 | -1.2 | -2.9 | -3.8 | 4.8 | -7.8
COc1cccc(S(=O)(=O)N[C@H]2C=C[C@H](CC(=O)NC3CCC3)O[C@H]2CO)c1
    -2.3 | -3.4 | -14.5 | 0.5 | -8.7 | · | -3.3
COC(=O)c1c(NC(C)=O)csc1C
    · | -1.1 | -14.5 | · | -3.0 | -1.3 | -0.3
COCC(=O)Nc1ccc2c(c1)C(=O)N(C)C[C@H](OC)[C@@H](C)CN(C(=O)c1ccncc1)[C@@H](C)CO2
    7.8 | -0.9 | -7.1 | 2.0 | -0.4 | 5.9[16.7 µM] | -0.5
CCCCN(C(=O)c1ccc(N2CCCC2=O)cc1)c1c(N)n(CCC)c(=O)[nH]c1=O
    -1.0 | 1.2 | -2.6 | 14.0 | -0.9 | -5.4 | -4.6
CCCN1C[C@@H](C)[C@@H](OC)CN(C)C(=O)c2cc(NC(=O)c3cnccn3)ccc2OC[C@H]1C
    -5.3 | -1.9 | -1.9 | -0.4 | 3.5 | · | -0.9
CCC(C)NCCOCCOc1cc(C)c(Cl)c(C)c1 (stereo not drawn)
    · | · | -5.8 | · | -2.9 | · | -4.6
NC(=O)CNC(=O)C1CCCc2c1[nH]c1ccc(Cl)cc21 (stereo not drawn)
    44.8 | -0.2 | 3.1 | 4.7 | -14.1 | 0.2 | -0.7
CCN(CC)CCNC(=O)c1ccc(NC(=O)c2ccc(COc3ccccc3)cc2)cc1
    -24.5 | 11.3 | -1.3 | -73.2 | -10.7 | -1.1 | -0.9
O=C(COC(=O)C1=COCCO1)Nc1cc(C(F)(F)F)ccc1Cl
    4.8 | -0.6 | -1.3 | 6.6 | 4.3 | -11.2 | -4.1
COc1cccc(CNC(=O)C2Cc3ccccc3CN2C(C)=O)c1 (stereo not drawn)
    6.1 | 0.6 | -4.2 | -6.4 | -0.4 | -7.4 | -1.8
CNC(=O)c1ccc(-c2cc3onc(-c4ccccc4)c3c(=O)n2C)cc1
    9.3 | 0.2 | -3.6 | 81.2* | 0.1 | -5.8 | ·
Cc1cccc(Nc2nc(-c3sc(C)nc3C)cs2)c1
    -37.7 | -2.0 | 2.7 | 69.0* | -0.3 | · | -0.9
OC(c1cc(F)cc(Cl)c1)c1ncc(-c2ccc3ccccc3c2)[nH]1 (stereo not drawn)
    -1.0 | 2.0 | · | -4.8 | 3.0 | 2.2 | 1.7
C[C@H]1CN([C@@H](C)CO)C(=O)c2cc(NS(=O)(=O)c3cn(C)cn3)ccc2O[C@H]1CN(C)S(=O)(=O)c1ccc(Cl)cc1
    2.5 | -1.8 | · | 0.1 | -2.4 | -2.2[16.7 µM] | -1.3
CCOc1cc2oc(=O)c3c(c2cc1Cl)CCC3
    23.4 | 0.6 | -2.3 | 2.4 | · | -5.9 | ·
CCCc1nnc(NC(=O)CCC(=O)N2CCN(Cc3ccccc3)CC2)s1
    9.4 | 1.7 | 10.8 | -10.8 | 2.1 | 6.1 | -3.6
